# proCasp3 act = activates human procaspase-3. P42574. recombinant procaspase-3 D3A, Ac-DEVD-pNA absorbance 405 nm. activation, % at 8.5 µM. 330,000 tested, 0.11% active;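 active means activation above the mean of all tested compounds plus 3 SD, cut at about 21% in these data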;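 further: 0% = DMSO alone and 100% = DMSO wells spiked with extra 5 µM PC-3 D3A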
# Target sequence (P42574 whole entry D9A/D28A/D175A): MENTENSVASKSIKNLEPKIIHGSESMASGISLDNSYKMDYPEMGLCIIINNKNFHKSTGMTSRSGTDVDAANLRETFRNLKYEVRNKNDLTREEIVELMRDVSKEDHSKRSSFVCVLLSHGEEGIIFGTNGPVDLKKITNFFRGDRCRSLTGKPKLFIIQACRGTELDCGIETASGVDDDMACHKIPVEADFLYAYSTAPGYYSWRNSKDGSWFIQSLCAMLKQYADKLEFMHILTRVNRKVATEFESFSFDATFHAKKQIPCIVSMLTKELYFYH
#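 Assay system: Procaspase-3 D3A mutant, all three cleavage aspartates alanine. Buffer or medium: Zinc-free HEPES saline buffer with Triton X-100. Times: 1 h compound preincubation, 2 h substrate hydrolysis at 25 °C. Measured by: 405 nm absorbance of p-nitroaniline, reads at 0 and 120 min. Read-out basis: percent activation relative to control range. Replicates: singlicate.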
# RPL19A TOR yeast = alters RPL19A-GFP fluorescence in TOR pathway yeast screen; S. cerevisiae RPL19A-GFP strain, flow cytometry, 3 h; active compounds read low; percent response vs DMSO, % at 10 µM; 330,000 tested, 0.3% active; AID 2025;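 active means percent response vs DMSO below 50%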;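 further: median channel GFP fluorescence of the barcoded RPL19A-GFP strain; ratio of sample median GFP to plate DMSO average so 100% = DMSO; lower means less RPL19A-GFP as with rapamycin TOR inhibition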
# proCasp7 act = activates human procaspase-7, counter-screen for procaspase-3 activators. AID 463210. recombinant procaspase-7, Ac-DEVD-pNA absorbance 405 nm; D23A/D198A/D206A triple mutant, cannot self-cleave; scale: DMSO 0, 5 µM enzyme 100. activation, % at 8.5 µM. 330,000 tested, 0.093% active. P55210;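 active means percent activation above the screen-wide mean plus 3 SD, cut at about 25% in these data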
#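 signal = Epi-absorbance of released pNA at 405 nm, two timepoints | assay system = Uncleavable procaspase-7 mutant enzyme | reagent = Ac-DEVD-pNA substrate, 400 µM as added | times = 1 h enzyme–compound preincubation and 2 h substrate reaction, both 25 °C | benchmarks = low DMSO alone, high DMSO plus 5 µM PC-7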
# MEP2-GFP yeast = alters MEP2-GFP fluorescence in TOR pathway yeast screen; S. cerevisiae MEP2-GFP strain, flow cytometry GFP, 3 h; 100% = DMSO control level; GFP response vs DMSO, % at 10 µM; 330,000 tested, 0.51% active; AID 2016;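 active means GFP response versus DMSO above a set limit, roughly screen mean plus 3 SD, cut at about 180% in these data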;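 further: median GFP fluorescence of the barcode-gated MEP2-GFP cells per well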
# AHR act = human AHR activation. P35869. AHR-responsive luciferase reporter cells, luminescence. activation, % at 5 µM. 320,000 tested, 2.5% active. AID 2796; in the data active means activation above about 47%;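 further: 0% = vehicle wells and 100% = reference agonist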
# Target sequence (P35869 whole entry, looked up): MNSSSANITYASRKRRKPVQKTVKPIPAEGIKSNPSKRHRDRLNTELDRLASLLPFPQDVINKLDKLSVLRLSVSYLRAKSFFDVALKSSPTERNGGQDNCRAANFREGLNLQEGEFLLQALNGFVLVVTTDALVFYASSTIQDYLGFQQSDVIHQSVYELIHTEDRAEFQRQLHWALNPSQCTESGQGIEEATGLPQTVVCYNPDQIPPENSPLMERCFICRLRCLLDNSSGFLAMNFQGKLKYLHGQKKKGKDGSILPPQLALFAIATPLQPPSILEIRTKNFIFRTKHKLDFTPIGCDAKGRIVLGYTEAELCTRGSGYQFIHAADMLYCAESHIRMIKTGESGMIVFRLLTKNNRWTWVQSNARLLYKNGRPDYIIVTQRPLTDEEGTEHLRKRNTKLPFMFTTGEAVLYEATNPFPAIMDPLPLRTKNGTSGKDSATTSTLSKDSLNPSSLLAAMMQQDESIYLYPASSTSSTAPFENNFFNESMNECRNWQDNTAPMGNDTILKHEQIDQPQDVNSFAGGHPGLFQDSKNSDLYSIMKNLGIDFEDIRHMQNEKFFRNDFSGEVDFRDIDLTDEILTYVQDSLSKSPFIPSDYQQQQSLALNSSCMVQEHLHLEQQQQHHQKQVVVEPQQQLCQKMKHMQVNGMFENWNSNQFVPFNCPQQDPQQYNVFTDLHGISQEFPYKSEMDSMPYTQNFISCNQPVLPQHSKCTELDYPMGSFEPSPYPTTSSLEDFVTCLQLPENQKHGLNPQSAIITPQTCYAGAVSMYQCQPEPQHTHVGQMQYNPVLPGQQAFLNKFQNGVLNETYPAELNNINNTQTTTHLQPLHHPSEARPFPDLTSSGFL
# CIT2 TOR yeast = modulators of TOR pathway CIT2-GFP in S. cerevisiae; S. cerevisiae CIT2-GFP strain, flow cytometry, 3 h; 100 means same as DMSO wells; GFP response vs DMSO, % at 10 µM; 320,000 tested, 0.065% active;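 active means GFP response relative to DMSO above a set limit, near the screen mean plus 3 SD, cut at about 150% in these data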;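 further: ratio of well median GFP fluorescence to mean of DMSO wells on the plate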
# LAP4 TOR yeast = alters LAP4-GFP fluorescence in TOR pathway yeast screen; 320,000 tested, 0.34% active; S. cerevisiae LAP4-GFP multiplex, flow cytometry GFP, 3 h; median GFP as percent of DMSO wells; GFP response vs DMSO, % at 10 µM;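 active means GFP response vs DMSO above a set limit, about the screen mean plus 3 SD, cut at about 150% in these data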
# AGP1-GFP MLPCN = modulators of TOR pathway AGP1-GFP in S. cerevisiae. 320,000 tested, 0.02% active. S. cerevisiae AGP1-GFP multiplex flow cytometry, 3 h; GFP as percent of DMSO wells. GFP response vs DMSO, % at 10 µM;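 active means GFP response relative to DMSO above a set limit, near screen average plus 3 SD, cut at about 150% in these data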;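 further: median GFP channel fluorescence of the gated AGP1 strain per well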
# Starred values were filed as active, the others as inactive; & = joins results of further samples.
SMILES,proCasp3 act,RPL19A TOR yeast,proCasp7 act,MEP2-GFP yeast,AHR act,CIT2 TOR yeast,LAP4 TOR yeast,AGP1-GFP MLPCN
CC(=O)N1CCCc2cc(S(=O)(=O)CCC(=O)N3CCN(c4cccc(C)c4)C(C)C3)ccc21 (stereo not drawn),1,98,7,104,-3,90,97,104
Oc1ccccc1C1=Nc2ccccc2N=C(c2ccco2)C1,-2,104,-14,103,11,101,104,103
CCCn1c(/N=C/c2ccc3c(c2)OCO3)nc2ccccc21,9,94,2,101,-1,91,94,99
COc1ccc(CNC(=O)COC(=O)CCc2c[nH]c3ccccc23)cc1,-3,98,-4,99,2,99,95,96
CNC(=S)NNC(=O)c1ccc(C(C)(C)C)cc1,6,98,4,95,7,98,114,98
Cc1ccc(N2C(=O)C(NC(=O)c3ccccc3F)(C(F)(F)F)C3=C2CC(C)(C)CC3=O)cc1 (stereo not drawn),0,100,-5,102,6,90,86,97
O=C1CC(c2cc3c(cc2Br)OCO3)C2=C(CCCC2=O)N1 (stereo not drawn),1,99,8,107,1,108,108,111
CC1CCc2nc(NC(=O)C3CCCO3)sc2C1 (stereo not drawn),-5,106,-11,110,14,108,114,113
COc1ccccc1NC(=O)CSc1nnnn1-c1ccc(C(=O)O)cc1,12,102,-6,102,0,97,100,98
N#Cc1ccccc1OCC(=O)NC(=O)NC1CCS(=O)(=O)C1 (stereo not drawn),-3,101,-3,110,9,106,104,105
O=C(O)c1ccccc1S(=O)(=O)Cc1ccccc1,-6,114,-2,99,0,83,79,89
O=C(CCCOc1ccc(Br)cc1)Nc1ccc(S(=O)(=O)N2CCOCC2)cc1,-5,101,-3,102,0,100,95,104
CCCN(C(=O)c1ccco1)c1nnc(-c2ccccc2C)s1,5,126,6,124,1,117,123,114
O=C(CN1C(=O)NC2(CCCC2)C1=O)Nc1cc(S(=O)(=O)N2CCCCC2)ccc1Cl,9,111,11,103,0,102,108,106
CCOc1cc(OCC)cc(C(=O)NCc2ccco2)c1,-2,99,-2,100,8,98,91,96
CC1=NN(c2ccc(S(=O)(=O)O)cc2Cl)C(=O)C1,1,99,-6,97,0,91,93,98
CC(=O)Nc1ccc(SCC(=O)Nc2oc(C)c3c(C)n[nH]c(=O)c23)cc1,0,97,-8,102,0,94,109,104
O=C(O)C1=C(OCc2ccc(F)c(F)c2)C(=O)NCC1,0,92,-1,97,1,94,93,94
Cn1cc(C(=O)c2ccc(Cl)cc2Cl)cc1C(=O)O,-5,97,6,97,-2,98,109,100
C=CCNC(=O)c1onc(CSc2ccc(OC)cc2)c1C(=O)O,-4,104,6,92,0,95,107,89
COc1ccc(C(=O)Nc2cc3c4c(c2)C(C)C(=O)N4CCC3)cc1OC (stereo not drawn),-4,105,6,102,3,107,96,111
O=C(O)C1C(c2ccccc2)C(C(=O)Oc2ccc(O)cc2)C1c1ccccc1 (stereo not drawn),2,98,6,100,-1,95,103,105
CN(C)C(CNC(=O)c1ccco1)c1cccs1 (stereo not drawn),1,99,6,102,0,107,100,107
O=C(NCc1cccs1)C1CC(=O)N(c2ccccc2)C1 (stereo not drawn),2,99,-1,93,1,101,103,102
CCCC1CCC(c2nc(-c3cccnc3)no2)CC1 (stereo not drawn),-2,101,-3,106,-1,100,105,107
CCOc1ccc(Cc2c(Cl)nc(N)nc2Cl)cc1,-2,102,2,105,1,102,95,104
COc1cc(/C=C/C(=O)NC(C)C2CC3CCC2C3)cc(OC)c1OC (stereo not drawn),9,91,-4,88,12,93,98,92
CC(C(=O)c1ccc(-c2ccccc2)cc1)[n+]1cccc(NC(=O)c2ccccc2)c1 (stereo not drawn),1,94,7,89,0,87,106,97
O=C(CSc1ncnc2c1cnn2-c1ccc(F)cc1)NCC1CCCO1 (stereo not drawn),-1,99,2,105,-6,112,110,104
Cn1cc(/C=N/NC(=O)c2cc3cc(Br)ccc3o2)c2ccccc21,-5,94,-11,92,22,95,102,99
CC(C)C(NS(=O)(=O)c1cccc(C(F)(F)F)c1)C(=O)O (stereo not drawn),8,102,5,104,-1,114,105,107
Cc1cc(C)nc(NC(=O)c2ccc3c(c2)OCO3)c1,1,100,4,101,8,93,96,99
COc1ncccc1-c1nnn(-c2ccc(C)cc2)n1,-4,106,-5,99,18,85,106,85
COc1cccc(/C=N/NC(=O)C(C)Sc2ccccc2)c1 (stereo not drawn),4,108,8,109,6,104,99,107
CCOc1ccccc1OCCCCOc1ccccc1F,10,89,1,95,16,89,81,88
CN1c2ccccc2C(C)(C)[C@]12C=Cc1cc(O)ccc1O2,-15,106,-30,120,0,113,117,107
O=C(COC(=O)c1cccc2ccccc12)NCC1CCCO1 (stereo not drawn),-1,99,5,104,0,99,106,104
Cc1cc(C)c(C#N)c(N2CCN(c3ccc(F)cc3)CC2)n1,-3,107,-2,108,3,93,95,92
CCNc1ccc(S(=O)(=O)N(C)C)cc1NCC(=O)Nc1ccccc1Br,1,109,3,99,3,105,101,101
CCOC(=O)C(NCc1ccc(OC)cc1)(NC(C)=O)C(F)(F)F (stereo not drawn),1,103,-5,96,2,96,87,95

# Arranged by SMILES length (high to low): 4 of the compounds above.
SMILES,proCasp3 act,RPL19A TOR yeast,proCasp7 act,MEP2-GFP yeast,AHR act,CIT2 TOR yeast,LAP4 TOR yeast,AGP1-GFP MLPCN
COc1ccc(C(=O)Nc2cc3c4c(c2)C(C)C(=O)N4CCC3)cc1OC (stereo not drawn),-4,105,6,102,3,107,96,111
CCNc1ccc(S(=O)(=O)N(C)C)cc1NCC(=O)Nc1ccccc1Br,1,109,3,99,3,105,101,101
COc1cc(/C=C/C(=O)NC(C)C2CC3CCC2C3)cc(OC)c1OC (stereo not drawn),9,91,-4,88,12,93,98,92
CCOC(=O)C(NCc1ccc(OC)cc1)(NC(C)=O)C(F)(F)F (stereo not drawn),1,103,-5,96,2,96,87,95

# One compound at a time (already shown):
# `COc1ccc(C(=O)Nc2cc3c4c(c2)C(C)C(=O)N4CCC3)cc1OC` (stereo not drawn) as listed: proCasp3 act = -4; RPL19A TOR yeast = 105; proCasp7 act = 6; MEP2-GFP yeast = 102; AHR act = 3; CIT2 TOR yeast = 107; LAP4 TOR yeast = 96; AGP1-GFP MLPCN = 111
# `CC(C)C(NS(=O)(=O)c1cccc(C(F)(F)F)c1)C(=O)O` (stereo not drawn) as listed: proCasp3 act = 8; RPL19A TOR yeast = 102; proCasp7 act = 5; MEP2-GFP yeast = 104; AHR act = -1; CIT2 TOR yeast = 114; LAP4 TOR yeast = 105; AGP1-GFP MLPCN = 107

# (cont.)
SMILES,proCasp3 act,RPL19A TOR yeast,proCasp7 act,MEP2-GFP yeast,AHR act,CIT2 TOR yeast,LAP4 TOR yeast,AGP1-GFP MLPCN
CCC1C(=O)Nc2ccccc2N1C(=O)c1ccc(Cl)nc1 (stereo not drawn),-6,104,-1,98,15,103,95,99
Cc1ccc(C(=O)NCCCn2ccnc2)cc1C,3,91,-4,102,19,93,103,100
COc1ccc(C(=O)Oc2cccc(/C=N/NC(N)=S)c2)cc1,-4,104,-3,104,2,101,94,103
Cc1cc2ccccc2c(=O)n1CC(=O)NCC(=O)N1CCCC(C)C1 (stereo not drawn),-1,108,-10,109,3,102,107,110
C[C@H](NC(=O)c1[nH]cnc1C(=O)Nc1ccccc1)C(=O)OC(C)(C)C,7,100,2,93,26,86,141,85
Cc1cc(C)c2c(c1)/C(=N/NS(=O)(=O)c1ccc(Br)cc1)CCC2,4,107,1,108,11,99,102,105
Cc1n[nH]c(=S)n1-c1cccc(Cl)c1,1,99,-11,97,-1,99,89,97
CC(=O)NCCc1nc2ccccc2n1CCOc1ccc(C)cc1,0,100,1,101,0,101,100,105
Cc1c(OC(C)C(=O)NCCCN2CCOCC2)ccc2c3c(c(=O)oc12)CCC3 (stereo not drawn),3,100,18,96,0,97,98,103
COc1ccc(CCN2CCCC(CN(C)C(=O)c3ccoc3C)C2)cc1 (stereo not drawn),-2,107,-4,107,-2,115,100,102
COc1ccccc1/C=C/C=C1N=C(/C=C/c2ccc(Cl)cc2)OC/1=O,-6,99,9,106,3,103,98,97
C=CCc1ccccc1OCC(O)CN1CCN(Cc2ccc3c(c2)OCO3)CC1 (stereo not drawn),14&5,89&94,6&2,95&97,1&2,97&105,90&102,94&101
COc1cc(NC2c3ccccc3C(=O)N2Cc2ccc3c(c2)OCO3)cc(OC)c1 (stereo not drawn),1,103,-5,99,24,96,98,98
CCN(Cc1ccccc1)c1c(C(=O)O)cnc2c1cnn2C,4,100,-1,102,3,101,108,108
O=C(NCc1ccc(F)cc1)c1cccc(NC2=NC3CS(=O)(=O)CC3S2)c1 (stereo not drawn),0,100,6,99,3,95,94,98
COc1ccc(C(=O)NCC(c2cccnc2)N2CCN(c3ccc(F)cc3)CC2)cc1OC (stereo not drawn),11,98,-3,96,4,90,103,95
Cc1noc(C)c1S(=O)(=O)N(CC(=O)NC1CCC(C)CC1)c1ccc(C(C)C)cc1 (stereo not drawn),7,100,-4,105,3,112,95,102
CCN(CC)c1ccc(/C=C(/C#N)C(=O)NC(C)C)o1,-10,104,-4,114,-4,108,104,105
CCCCn1c(N)c(N(CCOC)C(=O)C2CC(=O)N(Cc3ccc(C)cc3)C2)c(=O)[nH]c1=O (stereo not drawn),5,97,8,98,1,107,94,105
Cc1cc(NS(=O)(=O)c2ccccc2)cc(Cl)c1O,-11,103,-14,99,44,95,107,106
Cc1cccc2c1N(CCOc1ccccc1)C(=O)C2=O,-4,103,6,102,20,107,98,101
CCc1ccc(OCC(=O)NC(NC(=S)Nc2ccccc2)C(Cl)(Cl)Cl)cc1 (stereo not drawn),-11,98,-2,91,6,98,97,100
O=C(CCc1nnc(CCCCc2ccccc2)o1)NCCC1CCCCO1 (stereo not drawn),-7,101,16,103,0,89,94,93
COC(=O)c1cc(C(=O)OCC(=O)NNC(=O)c2cccs2)cc([N+](=O)[O-])c1,-5,94,2,102,-2,90,104,98
CCN(CC)c1ccc(NC(=O)COC(=O)CSc2ccc(Br)cc2C)cc1,-4,103,-3,106,8,108,100,101
CC(=O)Nc1cccc(C(=O)OCC(=O)NCc2cc(C)c(O)c(C)c2)c1,0,102,5,104,1,106,98,110
N/C(=N\OC(=O)CCC1CCCC1)c1cccc([N+](=O)[O-])c1,4,104,-10,99,4,113,79,87
O=C(COC(=O)c1ccccc1NS(=O)(=O)c1ccc(Cl)cc1)NCc1ccccc1,1,102,-1,92,4,94,90,96
CCC(C)NC(=O)Cc1c(C)c2cc3c(cc2oc1=O)OC(C)(C)CC3 (stereo not drawn),5,95,3,101,10,100,83,94
CC[C@H](C)[C@@H]1NC(=O)[C@H]([C@@H](C)CC)NC(=O)[C@@H](CC(C)C)NC(=O)[C@H](Cc2ccccc2)NC(=O)[C@H](Cc2ccccc2)NC(=O)[C@@H]2CCCN2C(=O)[C@@H]2CCCN2C(=O)[C@H](C(C)C)NC(=O)[C@H](CC(C)C)NC1=O,1,99,6,95,-2,97,97,96
O=C(CCNS(=O)(=O)c1cccc2nonc12)NC1CCCCCC1,2,98,16,100,5,100,98,102
CCC(=O)N1CCc2cc(S(=O)(=O)N3CCc4ccccc43)ccc21,-6,102,9,119,-2,116,98,104
O=S(=O)(Nc1nc2ccccc2s1)c1cc(F)ccc1F,5,109,0,103,18,102,88,100
N/C(Cc1ccc(Cl)cc1)=N\OC(=O)c1ccccc1,1,82,-3,106,-2,111,192*,62
CC(C(Sc1ccccc1N)c1ccccc1)[N+](=O)[O-] (stereo not drawn),-32,93,-30,81,11,93,143,104

# Compound activity from PubChem BioAssay.
